Assay outcomes deposited in PubChem BioAssay by National Center for Advancing Translational Sciences (NCATS).
TRHR PAM = TRH receptor (human) allosteric enhancement; TRHR cells, fluo-8 calcium fluorescence, EC20 TRH enhancement; enhancement, % at 2 µM; hit rate 0.66% among 360,000; AID 493056; in the data active means enhancement above about 30%; further: 0% is about no effect
Target sequence (P34981 whole entry, looked up): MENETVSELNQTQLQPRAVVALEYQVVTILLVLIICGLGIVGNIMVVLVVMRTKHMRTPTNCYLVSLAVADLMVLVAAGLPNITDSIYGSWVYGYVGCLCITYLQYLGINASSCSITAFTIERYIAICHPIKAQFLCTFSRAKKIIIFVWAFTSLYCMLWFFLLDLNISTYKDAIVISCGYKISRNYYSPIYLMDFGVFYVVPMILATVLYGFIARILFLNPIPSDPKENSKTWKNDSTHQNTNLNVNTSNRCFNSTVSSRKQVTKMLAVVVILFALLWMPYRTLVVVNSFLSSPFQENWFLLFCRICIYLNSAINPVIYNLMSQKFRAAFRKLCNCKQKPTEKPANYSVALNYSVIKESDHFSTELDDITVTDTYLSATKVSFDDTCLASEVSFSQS
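Enhancer read-out: after compound pinning and an initial kinetic agonist-mode read, an EC20 of TRH (10 nM final) was injected and fluo-8 calcium signal (Ex 480/Em 530) followed at 1 s/cycle for 100 cycles in TRHR-expressing cells.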
D1 antag = blocks dopamine activation of the human D1 receptor; P21728; HEK293 TREx D1 cells, calcium flux, dopamine EC80; active compounds read low; activity change, negative = inhibition, % at 10 µM; hit rate 3.2% among 360,000; AID 504652; in the data active means activity change below about -30%; further: on the % scale 0 is the no-effect control and ±100 the full control effect
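Compound effects on dopamine-evoked calcium signalling were measured in tetracycline-induced HEK293 Trex D1 cells. Dopamine at EC80 followed a 180 s compound pre-read, and fluorescence was tracked kinetically for 180 s more.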
RXFP1 antagonist = blocks the human relaxin receptor RXFP1; HEK293-RXFP1, relaxin-stimulated cAMP HTRF, 30 min; active compounds read low; activity change, negative = inhibition, % at 57.5 µM; Q9HBX9; AID 1259400; hit rate 0.59% among 350,000;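 active means activity change of -60% or lower, but not beyond a set lower limit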; further: on the % scale 0 is the no-effect control and ±100 the full control effect
D2 agonist = D2 dopamine receptor (human) agonism | P14416 | HEK293 T-REx D2 cells, calcium flux agonist mode | activation, % at 2 µM | hit rate 0.53% among 340,000 | AID 485358;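 active means activation over 3 SD above normal in the single-dose calcium agonist read, cut at about 30% in these data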; further: 0% is about no effect
Target sequence (P14416 whole entry, looked up): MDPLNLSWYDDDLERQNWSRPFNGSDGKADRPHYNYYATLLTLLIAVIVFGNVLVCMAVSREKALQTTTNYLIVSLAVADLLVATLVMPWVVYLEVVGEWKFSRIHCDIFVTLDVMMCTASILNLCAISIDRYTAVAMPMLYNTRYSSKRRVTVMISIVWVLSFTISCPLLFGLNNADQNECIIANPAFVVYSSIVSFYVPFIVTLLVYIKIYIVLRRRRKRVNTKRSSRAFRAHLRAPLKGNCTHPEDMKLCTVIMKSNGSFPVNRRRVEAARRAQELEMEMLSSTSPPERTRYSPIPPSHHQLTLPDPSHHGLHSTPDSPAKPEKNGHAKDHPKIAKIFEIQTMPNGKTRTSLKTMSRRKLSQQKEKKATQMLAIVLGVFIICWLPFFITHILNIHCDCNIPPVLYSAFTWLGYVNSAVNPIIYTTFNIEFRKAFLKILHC
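Tetracycline-induced HEK293 T-REx cells with force-coupled D2 receptor, plated overnight at 30 C, loaded with no-wash calcium dye. After a 10 s baseline, compound was pin-added and calcium flux read kinetically for 180 s; calcium rises flagged agonists.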
D1 potentiator = enhances dopamine response at the human D1 receptor; P21728; HEK293 TREx D1 cells, calcium flux, dopamine EC20 potentiation; potentiation, % at 10 µM; hit rate 0.036% among 360,000; in the data active means potentiation above about 30%; further: 0% is about no effect
D1 ag = agonists of human D1 dopamine receptor; P21728; HEK293 T-REx D1 cells, calcium flux, agonist mode; activation, % at 2 µM; hit rate 1% among 360,000; further: 0% is about no effect
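Inducible HEK293 T-REx D1 cells, force-coupled to calcium signalling, were plated at 4000 cells/well with tetracycline and held overnight at 30 C. After no-wash calcium dye loading, compound-evoked calcium rise over 180 s flagged agonists.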
D2 PAM = D2 dopamine receptor (human) potentiation. potentiation, % at 10 µM. hit rate 0.34% among 340,000. P14416. HEK293 T-REx D2, calcium flux, EC20 dopamine potentiation. AID 485347;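 active means potentiation over 3 SD above the plate norm, cut at about 30% in these data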; further: 0% is about no effect
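Potentiation of an EC20 dopamine calcium response measured kinetically over 180 s, after a preceding 180 s compound-only read flagging agonists. Cells: inducible Hek293 Trex D2 line, 4000/well, cultured overnight at 30 C before dye loading.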
D2 antag = D2 dopamine receptor (human) antagonism | P14416 | HEK293 TREx D2 cells, calcium flux, dopamine EC80 | inhibition, % at 10 µM | hit rate 2% among 340,000 | AID 485344; in the data active means inhibition above about 30%; further: 0% is about no effect
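Overnight-induced (tetracycline, 30 C) HEK293 T-REx cells carrying force-coupled D2 receive a no-wash calcium dye, then compound, then EC80 dopamine at 180 s; signals are read kinetically throughout.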
TRHR agonist = agonists of human TRH receptor | TRHR cells, calcium flux fluo-8, FDSS agonist mode | AID 493084 | hit rate 0.18% among 360,000 | activation, % at 2 µM; further: 0% is about no effect
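TRHR-expressing cells loaded with fluo-8 calcium dye; 23 nL library compound pin-transferred, kinetic FDSS fluorescence (Ex 480/Em 530) recorded about 180 s for agonist-induced calcium release, before a 10 nM TRH EC20 addition for potentiator mode.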
* = called active by the depositor; / = not tested or not shown. Unless noted, no stated cut-off is given here; in the data, active means activation above about 30%; inactive means the rest.

Sample of the layout, 2 compounds:
SMILES	TRHR PAM	D1 antag	RXFP1 antagonist	D2 agonist	D1 potentiator	D1 ag	D2 PAM	D2 antag	TRHR agonist
CC(Cc1ccccc1)C(=O)Nc1ccccc1 (configuration not stated)	-3	-1	/	/	-3	0	-3	/	0.7
O=S(=O)(NCC(c1ccco1)S(=O)(=O)c1cccs1)c1ccccc1 (configuration not stated)	-1	/	5	/	-4	1	0	/	3.0

This part in full, from the start:
SMILES	TRHR PAM	D1 antag	RXFP1 antagonist	D2 agonist	D1 potentiator	D1 ag	D2 PAM	D2 antag	TRHR agonist
CC(Cc1ccccc1)C(=O)Nc1ccccc1 (configuration not stated)	-3	-1	/	/	-3	0	-3	/	0.7
O=S(=O)(NCC(c1ccco1)S(=O)(=O)c1cccs1)c1ccccc1 (configuration not stated)	-1	/	5	/	-4	1	0	/	3.0
COc1ccc(-n2nc3c(c2NC(=O)c2c(-c4ccccc4Cl)noc2C)CS(=O)(=O)C3)cc1	-12	11	-1	-0.6	-4	1	-2	16	0.9
CC12CCC(C(=O)Nc3cc(Cl)ccc3Cl)(C/C1=N\O)C2(C)C (configuration not stated)	-3	11	-3	-0.1	1	1	1	-17	-0.2
CCn1c2ccccc2c2cc(NC(=O)c3ccc([N+](=O)[O-])cc3)ccc21	-5	6	-5	-0.3	-4	2	-31	24	0.0
CCc1cc2cc3c(cc2nc1SCC(=O)Nc1c[nH]c(=O)[nH]c1=O)OCO3	-2	16	12	1.1	-5	3	-5	-13	0.7
COc1ccc(C(=O)NC(=S)N2CCCC2)cc1	-4	1	9	-0.6	-7	2	3	16	0.0
O=C(N1CCOCC1)C1(c2ccccc2)CCCCC1	-2	3	-7	-0.3	0	0	-2	14	-0.4
COc1ccc(-c2cc(C(=O)N3CCN(c4ccccc4F)CC3)c3ccccc3n2)c(OC)c1	-20	-19	-12	1.2	-7	4	-6	-4	0.5
Cc1cc(C)n2cc(CSc3ncn[nH]3)nc2n1	2	2	15	0.1	3	0	-4	1	0.4
CCSC1=C(C#N)C(c2ccc(OC)c(OC)c2)CC(=O)N1 (configuration not stated)	-2	0	-4	0.4	-3	6	17	5	-0.4
CN=C(Nc1cccc(Cl)c1)SC1CC(=O)N(c2ccc(OC)cc2)C1=O (configuration not stated)	-10	-4	-18	-0.3	-6	2	2	11	1.4
O=C(N[C@@H](Cc1ccccc1)C(=O)N1CCN(S(=O)(=O)c2ccc(F)cc2)CC1)c1ccco1	-9	-2	1	0.5	-4	1	-4	-2	0.5
O=C(c1ccccc1Cl)N1CCC(c2nc3ccccc3s2)CC1	9	7	-9	0.9	0	5	/	/	0.8
C=CCn1c(O)c(N=NC(=S)Nc2ccc(OC)c(Cl)c2)c2ccccc21	-2	7	-17	-1.1	-4	4	-18	6	-1.4
CC1CCCN(S(=O)(=O)c2ccc3c(c2)CCN3C(=O)CCC(=O)O)C1 (configuration not stated)	6	-6	-5	-0.1	2	2	1	/	-0.2
Oc1ccc2c(ccc3[nH]cnc32)c1	3	-19	12	1.4	-4	3	-6	7	0.6
COc1ccc(-c2cc(C(F)(F)F)nc(SCC(=O)NCC(C)C)n2)cc1OC	0	-9	2	1.9	-4	1	2	/	-0.4
CC(Cc1cccnc1)NC(=O)c1cc(COc2c(F)cccc2F)on1 (configuration not stated)	4	6	-3	0.4	3	5	8	5	-0.1
CC(=O)N1CCc2cc(S(=O)(=O)NC(C(=O)NCc3ccccc3)C(C)C)ccc21 (configuration not stated)	0	-5	4	-0.4	0	7	-7	-3	-0.1
O=C(c1cn(-c2ccccc2)nc1-c1cccnc1)N1CCCCC1	-2	4	10	1.1	-5	0	9	2	0.0
CCc1ccc(NC(=O)CCn2nc(-c3ccccc3OC)c3c(C)cc(C)nc32)cc1	4	-11	/	0.7	-2	0	-17	/	-1.0
COc1ccc(CC(=O)c2cc(OC)c(OC)cc2CC(=O)O)cc1OC	2	1	-8	0.0	-4	1	11	-14	0.7
CN(CC(=O)Nc1cccc(F)c1)C(=O)Cc1n[nH]c(=O)c2ccccc12	2	-13	8	0.3	-3	1	8	-16	0.8
CN(C)CC(C)(C)CNS(=O)(=O)c1ccc(OC(F)(F)F)cc1	-3	10	-11	3.2	-7	1	-1	-35	0.2
CN(C)C(=O)c1cc(S(=O)(=O)N(C)C)c(Cl)cc1N1CCCC1	0	8	-3	0.2	4	2	-1	-12	0.4
Cn1cc(/C=C(\NC(=O)c2ccccc2Cl)C(=O)N2CCOCC2)c2ccccc21	-2	11	-8	-0.1	-3	-1	-2	-7	-0.3
COc1cccc(NC(=O)Nc2cc(-c3cn4cccnc4n3)ccc2OC)c1	34*	5	/	-0.3	-2	0	-6	/	-0.4
Cc1ccc(S(=O)(=O)N(C)C)cc1NC(=S)NCc1ccco1	-5	-19	-13	0.3	-6	4	/	40*	-0.6
O=C(CN(Cc1ccccc1)C(=O)c1csnn1)NCc1ccccc1	-1	-67*	1	/	-7	0	-1	/	-0.6
COc1ccc(/C=C/C(=O)Oc2ccc(/C=N/NC(=O)c3ccccc3)cc2)cc1OC	0	9	/	7.2	-6	5	8	11	0.7
O=[N+]([O-])c1ccc(Cl)c(/C=N/N2CCN(Cc3ccccc3Cl)CC2)c1	-8	-2	-13	-0.6	4	1	1	-1	-0.3
CN1/C(=C\C(=O)Nc2cccnc2)c2ccccc2CC1(C)C	5	25	/	-1.1	-4	-2	-4	-4	0.5
Cc1nc([N+](=O)[O-])cn1-c1ccc(N)cc1	9	5	-3	1.7	-6	1	-7	2	0.6
CC1CN(C(=O)CCC(=O)NCc2ccccn2)c2ccccc2O1 (configuration not stated)	8	-5	5	-0.1	-5	6	-1	16	-0.1
CC(C)NC(=O)N1CC(c2ccccc2)C(c2ccc(Cl)cc2)=N1 (configuration not stated)	17	43	-27	-0.9	3	0	9	0	-0.8
COc1ccccc1C(=O)Nc1ccccc1C(=O)OCc1cc(=O)n2ccsc2n1	-2	-4	-9	0.7	2	-1	0	/	1.3
COc1ccccc1CC(=O)Nc1ccc(S(=O)(=O)N(C)C2CCN(C)CC2)cc1	0	8	7	0.1	-3	2	1	9	0.0
COc1ccc(CSCC(=O)N/N=C/c2ccc(OCC(=O)N3CCCCC3)cc2)cc1	4	-1	-1	2.6	-1	2	4	-10	0.4
CC(C)NC(=O)N(Cc1ccccc1)Cc1cccs1	-1	-1	-6	0.8	1	2	6	-11	-0.8

Copied from the list:
In RXFP1 antagonist, `CC(Cc1cccnc1)NC(=O)c1cc(COc2c(F)cccc2F)on1` (configuration not stated) has -3
In TRHR agonist, `Cc1cc(C)n2cc(CSc3ncn[nH]3)nc2n1` has 0.4
In D2 PAM, `CCn1c2ccccc2c2cc(NC(=O)c3ccc([N+](=O)[O-])cc3)ccc21` has -31
In D2 agonist, `CCSC1=C(C#N)C(c2ccc(OC)c(OC)c2)CC(=O)N1` (configuration not stated) has 0.4
In D1 ag, `CC(Cc1ccccc1)C(=O)Nc1ccccc1` (configuration not stated) has 0

Later entries
SMILES	TRHR PAM	D1 antag	RXFP1 antagonist	D2 agonist	D1 potentiator	D1 ag	D2 PAM	D2 antag	TRHR agonist
COc1ccc(-n2c(SCC(=O)N3CCC(C)CC3)nc3c([nH]c4ccccc43)c2=O)cc1	-7	0	/	-0.7	-4	0	5	/	0.1
COc1cc(C(=O)NCCN2C(=O)S/C(=C\c3cccs3)C2=O)cc(OC)c1OC	6	/	-5	-0.9	-2	2	-5	-31	-0.9
O=C(Cc1ccccc1)N/N=C/c1ccccc1F	1	23	/	-0.5	-5	0	11	-2	-0.3
O=C(CSc1nnc(Cc2ccsc2)o1)c1ccccc1	3	6	-4	-0.2	1	3	7	4	-0.3
CCOC(=O)N1CCc2c(sc3c2C(=O)NC(c2cc(OC)c(O)c(OC)c2)N3)C1 (configuration not stated)	-1	11	-7	-1.2	-2	2	/	/	2.2
N#Cc1c(-c2ccccc2)cc(-c2ccc(O)cc2)nc1N	24	-42*	-2	0.6	2	6	15	-23	1.7
O=C(NS(=O)(=O)c1ccccc1)c1ccccc1O	1	-17	-5	-1.3	6	-2	-4	9	-1.9
CCOC(=O)c1c(NC(C)=O)c2c3c(sc2n1Cc1ccc(Cl)cc1)CCCC3	-5	-13	-9	-0.1	1	1	-1	/	-0.2
CCC/C=N/NC(=O)c1cc(Br)ccc1O	-6	-16	-3	6.7	-7	28	-11	15	1.8
Cc1cccnc1NC(=O)COc1ccc2c(c1)CCC2	-5	2	0	-0.3	-12	1	5	-8	0.0
O=C(O)c1cc(N/C(=N\S(=O)(=O)c2ccc(F)cc2)c2ccccc2)ccc1O	-2	9	-9	-0.2	-4	3	11	8	0.1
CCN(CCn1cccn1)C(=O)c1cc(COc2ccccc2SC)on1	-1	17	-10	0.6	2	-1	8	0	-0.7
COc1ccc(-c2sc(NC(C)=O)nc2-c2ccccc2)cc1	-1	-17	-12	-0.2	-11	0	9	-1	-0.1
Cn1c(=O)c2c(SCC(=O)N3CCOCC3)nc(CC(C)(C)C)nc2n(C)c1=O	2	-5	/	/	-2	1	/	/	0.5
CCO/N=C/C1=C(O)C(C(=O)OC)C(C)(C)CC1=O (configuration not stated)	-1	11	2	/	2	2	/	/	1.0
CCCn1c(=O)c(C(=O)Nc2ccccc2C(=O)OCC)c(O)c2ccccc21	-4	-1	-9	0.9	1	0	4	4	0.2
CCc1nn(CC(=O)NCc2ccccc2)c(=O)c2cccn12	-8	-18	-9	0.9	-5	4	-22	/	1.4
COc1cc(OC)c(OC)cc1CN1CCN(c2ccccc2OC)CC1	-2	-4	10	-0.2	-7	1	-15	70*	-0.1
COc1ccc(C(=O)NNC(=S)NC(=O)c2ccccc2[N+](=O)[O-])cc1	1	-3	7	-0.4	3	2	-8	14	0.0
O=C(NNC(=S)Nc1ccc(Cl)cc1Cl)C1CC1	1	-8	-3	-0.1	-10	5	-4	14	0.6
O=C(CNC(=O)c1cccs1)N/N=C/c1cccc(Br)c1	1	8	2	-1.3	-4	3	-4	-17	0.3
CCOC(=O)c1ccc(NC(=O)CC2C(=O)N(c3ccc(C)cc3)C(=O)N2C2CCCCC2)cc1 (configuration not stated)	-1	-13	/	1.4	-1	4	3	/	0.6
COCCn1c(SCC(=O)Nc2ccccc2)nc2c1c(=O)[nH]c(=O)n2C	1	7	-4	0.1	0	3	4	20	0.3
CCOC(=O)c1cc(NC(=O)OC)c(C)nc1C	-5	-1	0	0.7	0	1	-1	6	-0.1
CC(=O)Oc1ccc2oc(-c3ccccc3)c(C(N)=O)c2c1	-2	-3	16	2.1	-7	2	5	-1	0.4
O=C1c2ccccc2C(=O)N1CN(C(=O)c1ccccc1[N+](=O)[O-])c1ccc(F)cc1	5	-5	-1	0.0	-13	1	-1	-19	-0.1
Cc1ccc(C(C(=O)NCc2ccc(F)cc2)N(C(=O)c2csnn2)C2CC2)o1 (configuration not stated)	0	-6	17	-0.6	-5	2	16	-4	-0.1
O=[N+]([O-])c1ccc(N2CCN(c3ccccc3)CC2)nc1	-7	-17	17	-3.6	-3	1	-1	2	-1.0
